RXFP1 antag – antagonists of human relaxin receptor RXFP1; Q9HBX9; HEK293-RXFP1, relaxin-stimulated cAMP HTRF, 30 min; stronger effect = lower value; activity change, negative = inhibition, % at 57.5 µM; 350,000 compounds, 0.59% hits; AID 1259400;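 active means activity change of -60% or lower, but not beyond a set lower limit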; further: on the % scale 0 is the no-effect control and ±100 the full control effect
D1 potentiator – human D1 dopamine receptor positive modulation | HEK293 TREx D1 cells, calcium flux, dopamine EC20 potentiation | 360,000 compounds, 0.036% hits | potentiation, % at 10 µM | AID 504651; in the data active means potentiation above about 30%; further: 0% is about no effect
Target sequence (P21728 whole entry, looked up): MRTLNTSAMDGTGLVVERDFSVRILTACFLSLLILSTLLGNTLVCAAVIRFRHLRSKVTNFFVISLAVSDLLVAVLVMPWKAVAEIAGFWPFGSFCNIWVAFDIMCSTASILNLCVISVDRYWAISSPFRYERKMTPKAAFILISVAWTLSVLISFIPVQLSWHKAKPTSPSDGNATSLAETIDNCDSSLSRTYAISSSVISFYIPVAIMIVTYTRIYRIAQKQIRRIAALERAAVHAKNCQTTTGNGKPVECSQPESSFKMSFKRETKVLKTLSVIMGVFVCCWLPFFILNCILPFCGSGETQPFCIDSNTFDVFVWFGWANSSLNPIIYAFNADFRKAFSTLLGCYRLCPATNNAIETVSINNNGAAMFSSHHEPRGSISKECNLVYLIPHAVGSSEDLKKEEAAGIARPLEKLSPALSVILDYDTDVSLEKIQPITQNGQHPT
D2 PAM – positively modulates the human D2 dopamine receptor allosterically | AID 485347 | HEK293 T-REx D2, calcium flux, EC20 dopamine potentiation | 340,000 compounds, 0.34% hits | P14416 | potentiation, % at 10 µM;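 active means potentiation over 3 SD above the plate norm, cut at about 30% in these data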; further: 0% is about no effect
Target sequence (P14416 whole entry, looked up): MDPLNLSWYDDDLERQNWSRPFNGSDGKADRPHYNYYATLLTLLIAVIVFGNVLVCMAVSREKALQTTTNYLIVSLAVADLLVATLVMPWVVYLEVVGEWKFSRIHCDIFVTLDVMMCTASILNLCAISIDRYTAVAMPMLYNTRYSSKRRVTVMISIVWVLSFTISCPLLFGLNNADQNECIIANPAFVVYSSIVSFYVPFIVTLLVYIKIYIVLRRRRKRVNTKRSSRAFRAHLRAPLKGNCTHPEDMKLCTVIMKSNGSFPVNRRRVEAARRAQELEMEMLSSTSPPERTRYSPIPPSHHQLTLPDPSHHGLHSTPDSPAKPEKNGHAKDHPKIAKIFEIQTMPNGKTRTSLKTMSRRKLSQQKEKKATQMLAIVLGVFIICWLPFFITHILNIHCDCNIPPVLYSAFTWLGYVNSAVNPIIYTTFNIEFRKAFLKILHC
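Tetracycline-induced HEK293 T-REx cells force-coupled to calcium signalling expressed D2; compounds were pin-added after a 10 s baseline, read kinetically 180 s, then an EC20 dopamine challenge followed with a further 180 s calcium read.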
TRHR agonist – activates the human TRH receptor; activation, % at 2 µM; TRHR cells, calcium flux fluo-8, FDSS agonist mode; AID 493084; 360,000 compounds, 0.18% hits; P34981; further: 0% is about no effect
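TRHR-expressing cells loaded with fluo-8 calcium dye; 23 nL library compound pin-transferred, kinetic FDSS fluorescence (Ex 480/Em 530) recorded about 180 s for agonist-induced calcium release, before a 10 nM TRH EC20 addition for potentiator mode.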
TRHR enhancer – TRH receptor (human) allosteric enhancement; TRHR cells, fluo-8 calcium fluorescence, EC20 TRH enhancement; 360,000 compounds, 0.66% hits; enhancement, % at 2 µM; in the data active means enhancement above about 30%; further: 0% is about no effect
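TRHR-expressing cells loaded with fluo-8 calcium dye were read kinetically (ex 480/em 530) during compound addition, then stimulated with an EC20 of TRH (10 nM final). Enhancement of the Gq-mediated intracellular calcium response was scored.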
D2 agonist – agonists of human D2 dopamine receptor; P14416; HEK293 T-REx D2 cells, calcium flux agonist mode; activation, % at 2 µM; 340,000 compounds, 0.53% hits; AID 485358;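 active means activation over 3 SD above normal in the single-dose calcium agonist read, cut at about 30% in these data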; further: 0% is about no effect
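Agonism scored from kinetic calcium signal (1 read/sec, 180 s) following compound pin transfer, after a 10 s baseline. Cells: HEK293 Trex line expressing inducible D2 receptor coupled to calcium, dye-loaded after overnight culture at 30 C.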
D1 antag – blocks dopamine activation of the human D1 receptor; P21728; HEK293 TREx D1 cells, calcium flux, dopamine EC80; stronger effect = lower value; activity change, negative = inhibition, % at 10 µM; 360,000 compounds, 3.2% hits; in the data active means activity change below about -30%; further: on the % scale 0 is the no-effect control and ±100 the full control effect
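Using tetracycline-induced force-coupled D1 Hek293 cells and a calcium dye, signals were followed for 180 s after compound, then for 180 s after EC80 dopamine, to detect inhibitors.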
D1 ag – human D1 receptor agonism | activation, % at 2 µM | AID 504660 | HEK293 T-REx D1 cells, calcium flux, agonist mode | 360,000 compounds, 1% hits | P21728; further: 0% is about no effect
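Agonism was scored from calcium flux recorded over 180 s (1 read/s) after pintool compound addition, following a 10-cycle baseline. Cells were inducible force-coupled HEK293 TREx D1, plated overnight at 30 C and loaded with no-wash calcium dye.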
D2 antag – antagonists of human D2 dopamine receptor | HEK293 TREx D2 cells, calcium flux, dopamine EC80 | inhibition, % at 10 µM | P14416 | 340,000 compounds, 2% hits; in the data active means inhibition above about 30%; further: 0% is about no effect
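Overnight-induced (tetracycline, 30 C) HEK293 T-REx cells carrying force-coupled D2 receive a no-wash calcium dye, then compound, then EC80 dopamine at 180 s; signals are read kinetically throughout.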
* hit, by the source's call; / = not tested or not shown; & = joins results of further samples. Unless noted, no stated cut-off is given here; in the data, active means activation above about 30%; inactive means the rest.

Each structure is followed by: RXFP1 antag	D1 potentiator	D2 PAM	TRHR agonist	TRHR enhancer	D2 agonist	D1 antag	D1 ag	D2 antag
#1 Cc1cc(C)c2c(n1)SCC(=O)N2CC(=O)Nc1ccc(C)c(C)c1
    /	-1&0	3&4	-0.1&-0.4	9&-7	-0.2&0.5	5&10	3&1	0
#2 COC(=O)CNC(c1ccccc1)c1cc(Cl)ccc1NC(=O)c1cccc(Cl)c1 (configuration not stated)
    /	0	1	0.7	1	-0.4	14	7	11
#3 COC(=O)c1ccc(C(=O)OC)c(=O)[nH]1
    1	-3	11	-0.8	2	1.9	-8	1	6
#4 NCCNc1ccc([N+](=O)[O-])c(NC2CC2)c1
    -6	0	-6	-0.5	5	0.1	-2	2	-14
#5 CC(C)C[C@H](NC(=O)[C@@H]1O[C@H]1C(=O)O)C(=O)NCCCCN=C(N)N
    /	-2	3	0.5	7	0.7	-14	1	-8
#6 C=CCNC(=O)CC1Nc2c3ccccc3nc(=S)n2C1=O (configuration not stated)
    2	-2	4	0.5	20	0.3	4	3	-7
#7 Cc1ccc2oc(C(=O)N(Cc3ccc(N(C)C)cc3)CC3CCCO3)c(C)c2c1 (configuration not stated)
    -13&-17	3&0	10&23	0.9&2.6	6&1	0.2&1.7	0&-5	-1&1	-29
#8 Cn1c(NCc2ccco2)nc2c1c(=O)n(Cc1ccc(Cl)c(Cl)c1)c(=O)n2C
    5	-1	-9	-0.3	-6	0.2	3	1	3
#9 COc1ccc(-c2c3c(nc4sc(C(=O)Nc5cccc(OC)c5)c(N)c24)CC(C)(C)CC3=O)cc1
    -6	-2	0	-0.1	-1	-1.1	3	4	/
#10 Cc1ccc(/C=C/C(=O)N2CCCC(C)C2)cc1 (configuration not stated)
    -4	-2	-7	-0.3	-1	0.1	-3	1	-1

(cont.)
Each structure is followed by: RXFP1 antag	D1 potentiator	D2 PAM	TRHR agonist	TRHR enhancer	D2 agonist	D1 antag	D1 ag	D2 antag
#11 O=C(O)CCc1nc2cc(Cl)ccc2n(Cc2ccccc2)c1=O
    1	-6	-2	-0.1	5	2.1	1	12	-3
#12 CC1CCCCC1NC(=O)Cc1ccc(S(=O)(=O)N2CCOCC2)s1 (configuration not stated)
    0	-1	3	-0.4	4	-0.5	0	1	-7
#13 C=CCn1c(SCC(=O)N(C)C)nc2sc3c(c2c1=O)CCC3
    12	-2	0	-0.2	-2	-0.2	6	0	1
#14 CCOc1cc(CNC(=O)NC2COc3ccccc3C2)cc(OCC)c1OCC (configuration not stated)
    -14	-1	-3	-1.1	-2	1.2	-19	2	/
#15 CN(CCN1CCOCC1)Cc1nc(-c2ccc3c(c2)OCO3)no1
    4	-4	5	-1.7	-7	1.2	-9	4	-1
#16 O=C(Oc1c(Br)cc(Br)c2cccnc12)N1CCCCC1
    4	-1	/	1.4	-15	0.2	-6	1	-11
#17 N#Cc1ccccc1NC(=O)CSC1=Nc2ccccc2C2CC=NN12 (configuration not stated)
    -9	-6	29	0.0	4	0.1	-7	1	-13
#18 COc1cc(CN2CCNC(=O)C2CC(=O)N(C)Cc2cccnc2)cc(OC)c1 (configuration not stated)
    -2	3	/	0.9	3	/	-2	-1	/
#19 CCOC(=O)c1c(NC(=O)/C=C/c2ccc(OC)c(OC)c2)sc(C(C)=O)c1C
    10	1	-19	-1.0	9	/	14	-1	/
#20 Cc1cc(C)cc(OCC(=O)N(Cc2ccc(C)o2)C2CCS(=O)(=O)C2)c1 (configuration not stated)
    6	-1	11	-0.9	-7	-0.4	-10	1	/

The listing continues.
Each structure is followed by: RXFP1 antag	D1 potentiator	D2 PAM	TRHR agonist	TRHR enhancer	D2 agonist	D1 antag	D1 ag	D2 antag
#21 CN1C(=O)c2ccc(C(=O)NCc3ccc4c(c3)OCO4)cc2C1=O
    -2	-3	4	-0.4	1	-0.1	-34*	0	1
#22 COc1ccc(CNC(=O)C2(c3ccc(Cl)cc3)CC2)cc1
    0	7	/	-0.4	-3	/	5	2	/
#23 COc1ccc(CNC(=O)c2cc(C3CC3)on2)cc1
    /	1	0	-0.3	3	0.4	-12	3	-2
#24 CC(=O)Nc1ccc(N(C)C)cc1[N+](=O)[O-]
    -22	-6	4	0.1	1	1.2	5	2	19
#25 O=C(Nc1ccccc1)N1CCSc2ccccc21
    -8	-6	-2	-0.1	-8	0.0	-5	2	-1
#26 COc1cc(/C=N/NS(=O)(=O)c2ccc(C)cc2)ccc1OCc1ccc(C(=O)O)cc1
    -3	-2	2	0.1	0	-1.1	-7	0	-3
#27 CC(C)Oc1ccc(C(=O)Nc2cc(S(=O)(=O)N3CCOCC3)ccc2N2CCOCC2)cc1
    9	-1	8	-0.6	4	0.0	-40*	1	-2
#28 Cc1cccc(S(=O)(=O)c2cn(Cc3ccccc3)c3cc(N4CCOCC4)c(F)cc3c2=O)c1
    3	-2	-11	0.0	-4	-0.1	0	1	/
#29 Cc1cc(C)c(OCCOCCN2CCNCC2)c(C)c1
    -6	-4	/	-0.1	-1	/	-3	4	/
#30 COc1ccc(/C=N/NC(=O)CSc2ccccc2)cc1OC
    1	-5	-1	-0.3	-4	-0.2	-15	3	-15

New compounds follow
Each structure is followed by: RXFP1 antag	D1 potentiator	D2 PAM	TRHR agonist	TRHR enhancer	D2 agonist	D1 antag	D1 ag	D2 antag
#31 COc1ccccc1/C=N/NC(=O)c1nnn(-c2nonc2N)c1CN(C)c1ccccc1
    -8	0	13	-0.1	-4	-0.3	-17	5	10
#32 COc1ccc(CCNc2cc(C)nc3c(-c4ccccc4)c(C)nn23)cc1OC
    -6	-6	1	-1.0	15	3.5	-5	0	-3
#33 Cc1c(NC(=S)NC(NC(=O)C(C)C)C(Cl)(Cl)Cl)c(=O)n(-c2ccccc2)n1C (configuration not stated)
    -1	-4	18	0.3	1	0.0	3	2	-5
#34 CCNC(=S)NNC(=O)c1csc(CC)c1
    7	-8	-3	0.3	0	-0.3	6	1	-13
#35 O=C(OCC#CCSc1nc2ccccc2o1)c1cc2ccccc2o1
    -7	-6	-11	0.9	-3	-0.3	3	15	-10
#36 CN1CCN(C(=O)C2=C[C@H](c3csc4ccccc34)C[C@H](OCCCCO)O2)CC1
    /	0	3	0.5	7	0.2	-11	-1	-3
#37 COc1ccc(Nc2ncc(C(=O)N3CCN(c4ccccc4OC)CC3)c3ccccc23)cc1
    -8	0&-8	-7&5	-0.5&-0.6	-1&-6	-0.3&0.2	-9&-23	1&0	8
#38 Cc1ccc(Cl)cc1NC(=S)N(CCN(C)C)C(C)c1ccccn1 (configuration not stated)
    15	-1	0	-0.2	-4	/	1	2	/
#39 O=C(CSc1ncccn1)N/N=C/c1cccc([N+](=O)[O-])c1
    -4	2	11	0.8	3	-0.1	8	0	-3
#40 O=C(C1CC1)N1CCN(c2ccnc3cc(Cl)ccc23)CC1
    -4	-1	7	-0.1	2	-0.5	8	5	-16

Five entries from above, screen by screen:
34) CCNC(=S)NNC(=O)c1csc(CC)c1
35) O=C(OCC#CCSc1nc2ccccc2o1)c1cc2ccccc2o1
36) CN1CCN(C(=O)C2=C[C@H](c3csc4ccccc34)C[C@H](OCCCCO)O2)CC1
37) COc1ccc(Nc2ncc(C(=O)N3CCN(c4ccccc4OC)CC3)c3ccccc23)cc1
38) Cc1ccc(Cl)cc1NC(=S)N(CCN(C)C)C(C)c1ccccn1 (configuration not stated)

compound no.,34,35,36,37,38
RXFP1 antag,7,-7,/,-8,15
D1 potentiator,-8,-6,0,0&-8,-1
D2 PAM,-3,-11,3,-7&5,0
TRHR agonist,0.3,0.9,0.5,-0.5&-0.6,-0.2
TRHR enhancer,0,-3,7,-1&-6,-4
D2 agonist,-0.3,-0.3,0.2,-0.3&0.2,/
D1 antag,6,3,-11,-9&-23,1
D1 ag,1,15,-1,1&0,2
D2 antag,-13,-10,-3,8,/

(list continues)
nr	SMILES	RXFP1 antag	D1 potentiator	D2 PAM	TRHR agonist	TRHR enhancer	D2 agonist	D1 antag	D1 ag	D2 antag
41	Cc1ccc(-c2c(C(=O)N3CCOCC3)oc(=O)c3ccccc23)cc1	/	4	-10	0.1	0	-1.0	4	0	-5
42	O=C(Nc1cnccn1)C1c2ccccc2Oc2ccccc21	4	-2	-15	1.0	-3	-0.9	26	1	-13
43	O=C(N/N=C/c1c(Cl)cccc1Cl)C(=O)NC1CC1	-5	2	4	-0.8	-12	-0.1	23	-2	1
44	COc1cccc(C(=O)N2CCC(N3CCN(Cc4ccc(F)cc4)C(=O)C3=O)CC2)c1	-2	-4	5	0.3	2	11	-8	1	/
45	Cc1c([C@H]2[C@@H](CC#N)C2(C)C)c2ccccc2n1C	-13	-7	/	-1.3	-1	2.9	-12	1	5
46	COc1cc(/C=C/C(=O)OCC(=O)Nc2sc3c(c2C#N)CCC(C)C3)ccc1OCC#N (configuration not stated)	-5	3	4	-0.4	2	0.6	9	2	0
47	Cc1cc(C)cc(NS(=O)(=O)c2c(C(=O)N3CCCCCC3)c(C)n(C)c2C)c1	9	-2	-8	0.2	-2	-1.2	8	3	-11
48	O=C(c1ccc(S(=O)(=O)N2CCOCC2)cc1)N(c1ccccn1)C1CCCCC1	-10	-9	/	-0.4	4	/	-9	0	/

(cont.)
nr	SMILES	RXFP1 antag	D1 potentiator	D2 PAM	TRHR agonist	TRHR enhancer	D2 agonist	D1 antag	D1 ag	D2 antag
49	COc1ccc(CN2CC(C(=O)NCCCN3CCCC(C)C3)CC2=O)cc1 (configuration not stated)	-9	-10	13	0.1	0	-0.2	5	2	6
50	CC(C)n1c(SCC(=O)Nc2ccccc2N2CCCCC2)nc2c1c(=O)n(C)c(=O)n2C	-22	1	6	0.0	-6	-1.5	-6	2	0
51	CC(C)CN1CCNC(=O)C1CC(=O)NCCc1cnn(-c2ccccc2)c1 (configuration not stated)	-18	0	-4	0.6	-3	-0.1	5	3	-6
52	Cc1c(NC2=NC3(CCCCC3)Cc3ccccc32)c(=O)n(-c2ccccc2)n1C	0	-4	/	-1.7	9	1.0	-5	2	-8
